High-throughput results as filed in PubChem.
ALOX15B inhib: qHTS Assay for Inhibitors of 15-hLO-2 (15-human lipoxygenase 2). 0.56% of 110,000 active. AID 881, 2007. Polyunsaturated fatty acid lipoxygenase ALOX15B (Homo sapiens), O15296. purified 15hLO-2, xylenol orange hydroperoxide absorbance. Potency, µM (doses to about 57.1 µM), for inactives: at the top dose activity change, negative = inhibition, most hits filed as inhibitors; note: potency is the fitted concentration of half-maximal effect; nearly all actives have a fitted effect of over 60% in size; many of its hits are not listed in these tables
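Purified human 15hLO-2 (50 nM final) preincubated with compounds 15 min at room temperature in 25 mM Hepes pH 7.5, 0.01% Triton X-100, then 45 uM arachidonic acid added for 90 min; hydroperoxide detected via ferrous/xylenol orange, 573/405 nm absorbance ratio.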
IMPase cell inh: qHTS Assay for Identifying the Cell-Membrane Permeable IMPase Inhibitors; inhibition (IP1 accumulation), % at 46.1 µM; 120,000 tested, under 10 active; Inositol monophosphatase 1 (Rattus norvegicus), P97697; AID 901, 2007; CHO-M1 cells, IP1 accumulation, HTRF TR-FRET ratio; active = well fitted curve in the direction sought with a large enough effect in the signal ratio, not every such curve was filed as active; inconclusive = small, poorly fitted or top-dose-only effect, or a change in a side signal; inactive = no such curve, though single readings can be large or run the other way; the % refers to the signal ratio;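 note: cells stimulated with carbachol in lithium chloride buffer; plate controls were DMSO basal wells for no effect and reference inhibitor wells for full effect; higher means more IMPase inhibition seen as more IP1 and lower FRET ratio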
Target sequence (P97697 whole entry, looked up): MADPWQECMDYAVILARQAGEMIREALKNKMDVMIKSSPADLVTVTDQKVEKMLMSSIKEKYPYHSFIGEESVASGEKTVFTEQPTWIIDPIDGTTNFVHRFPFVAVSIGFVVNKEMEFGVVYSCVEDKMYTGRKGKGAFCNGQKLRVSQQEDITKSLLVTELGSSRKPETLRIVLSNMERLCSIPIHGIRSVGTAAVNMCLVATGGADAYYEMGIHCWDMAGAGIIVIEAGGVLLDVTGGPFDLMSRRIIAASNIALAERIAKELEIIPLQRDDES
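CHO-M1 cells (CHO stably expressing M1 receptor), compound up to 46 uM final, stimulated with carbachol (50 uM as added) in buffer with 50mM LiCl, pH 7.4, 30 min at 37C. Cytosolic IP1 read by TR-FRET; AC50 from Hill fits.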
PNC inhibitor: High Content Assay for Compounds that inhibit the Assembly of the Perinucleolar Compartment; PC3M PTB-GFP, PNC prevalence imaging, 16 h; stronger effect = lower value; activity change (PNC), negative = inhibition, % at 10 µM; 3.1% of 140,000 active; AID 2417, 2010;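 active = readout at or below -70, meaning at least 70% loss of cells showing the perinucleolar compartment, a nuclear body marking cancer cells; inconclusive = readout between -30 and a set limit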;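 note: plate controls were DMSO wells for no effect and camptothecin positive control wells for full effect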
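Read-out is percentage of cells bearing a perinucleolar compartment, from automated 20x imaging of fixed, Hoechst-stained PC3M PTB-GFP cells. Cells were seeded 4 h, then exposed 16 h to compound (23 nl of library stock) in duplicate plates.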
12-hLO inh: qHTS Assay for Inhibitors of 12-hLO (12-human lipoxygenase); Polyunsaturated fatty acid lipoxygenase ALOX12 (Homo sapiens), P18054; purified 12-hLO, xylenol orange hydroperoxide absorbance; Potency, µM (titrated, usually from 57.1 µM), for the others: top-dose activity change, negative = inhibition, most hits filed as inhibitors; 0.12% of 150,000 active; note: potency is the fitted concentration of half-maximal effect; nearly all actives have a fitted effect of over 55% in size; many of its hits are not listed in these tables
Target sequence (P18054 whole entry, looked up): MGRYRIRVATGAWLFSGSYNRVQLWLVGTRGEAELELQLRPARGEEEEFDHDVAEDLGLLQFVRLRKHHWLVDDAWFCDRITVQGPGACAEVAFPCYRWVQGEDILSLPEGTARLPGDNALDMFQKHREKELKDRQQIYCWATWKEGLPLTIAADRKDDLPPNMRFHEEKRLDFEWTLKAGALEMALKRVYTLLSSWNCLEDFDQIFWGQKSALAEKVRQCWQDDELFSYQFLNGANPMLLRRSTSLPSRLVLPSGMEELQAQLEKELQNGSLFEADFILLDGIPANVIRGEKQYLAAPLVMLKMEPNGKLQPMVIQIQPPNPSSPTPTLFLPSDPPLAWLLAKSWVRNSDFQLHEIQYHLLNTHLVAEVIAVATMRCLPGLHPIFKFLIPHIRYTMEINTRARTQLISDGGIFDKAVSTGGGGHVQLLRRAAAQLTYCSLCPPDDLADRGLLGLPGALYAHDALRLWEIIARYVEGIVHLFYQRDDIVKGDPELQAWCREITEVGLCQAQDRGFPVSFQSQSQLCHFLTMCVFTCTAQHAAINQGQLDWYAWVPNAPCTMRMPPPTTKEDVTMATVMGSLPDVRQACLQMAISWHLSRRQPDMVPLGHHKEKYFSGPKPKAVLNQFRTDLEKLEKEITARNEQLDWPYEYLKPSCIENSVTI
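Hydroperoxide formation by human 12-lipoxygenase from 40 uM arachidonic acid was followed colorimetrically via ferric-xylenol orange complex, using the 573/405 nm absorbance ratio. Enzyme concentration was 150 nM, with 30 min reaction at room temperature.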
* marks the source's active call; other numbers are inactive results; ? = inconclusive; / = not tested or not shown; [ ] = remark or other dose. Unless noted, calls come from the whole dose curve; as a rule, active = well fitted curve in the direction sought with a large enough effect; inconclusive = small, poorly fitted or top-dose-only effect, or another doubt; inactive = no such curve, though single readings can be large; an effect the other way counts as inactive or inconclusive. Unless noted, % is set by controls: 0 for no effect and ±100 for the full control effect. Not all compounds are listed; the hit share may differ from the screen's.

Sample of the layout (2 entries):
SMILES	ALOX15B inhib	IMPase cell inh	PNC inhibitor	12-hLO inh
CC1CCN(c2nc3c(c(=O)[nH]c(=O)n3C)n2Cc2ccccc2Cl)CC1	/	-3	?	3%
Cc1ccc(S(=O)(=O)NCC(=O)OCc2csc(-c3ccccc3)n2)cc1	/	/	4	-4%

All compounds of this part, from the first entry:
SMILES	ALOX15B inhib	IMPase cell inh	PNC inhibitor	12-hLO inh
CC1CCN(c2nc3c(c(=O)[nH]c(=O)n3C)n2Cc2ccccc2Cl)CC1	/	-3	?	3%
Cc1ccc(S(=O)(=O)NCC(=O)OCc2csc(-c3ccccc3)n2)cc1	/	/	4	-4%
Clc1ccc(Nc2nc(NCCN3CCOCC3)nc(N3CCOCC3)n2)cc1	36%[activator]	2	?	8%
COC(=O)c1ccc(C(NC(=O)OCc2ccccc2)/C(=C/[C@@H](C)C(=O)NCc2ccc(C)o2)c2cccnc2)cc1 (stereo partly drawn)	3%	/	/	-1%
O=C(O)c1c(F)c(F)cc2ccccc12	/	0	-12	8%
CCn1c(COc2ccc3c(c2)CCCC3)nnc1SCC(=O)Nc1nccs1	-12%	-2	11	-1%
Cc1cc2oc(C(=O)NCc3ccncc3)c(C)c2cc1C	22%	5	-22	1%
CCCCCCc1cc2cc(-c3nnc(-c4ccccc4OC)o3)c(=O)oc2cc1O	?	-9	-13	-6%
Oc1[nH]c2ccccc2c1OCc1ccncc1	-2%	3	9	-1%
Cc1ccc(S(=O)(=O)Nc2c(C)ccc3nsnc23)cc1	/	-4	-2	1%
O=C(NC1CCCC1)C(c1ccncc1)N(Cc1ccccc1)C(=O)Cc1cccs1 (stereo not drawn)	1%	10	-4	2%
CCn1c(CCCNC(=O)c2cccs2)nc2ccccc21	5%	-2	14	1%
Cc1cccc(Nc2nnc(SCC(=O)Nc3ncc(C(F)(F)F)cc3Cl)s2)c1C	/	15	44	0%
O=C1CCn2nc(-c3ccc(Cl)cc3)cc2N1	/	5	26	-1%
O=S(=O)(Nc1cccc(C(F)(F)F)c1)c1cccnc1	1%	38[activator]	22	-1%
COc1ccccc1NC(=O)N1CCN(c2ccc(F)cc2)CC1	/	4[0.0738 µM]	-22	-3%
Cc1ccc(C(=O)N/C(=C/c2ccco2)C(=O)O)cc1	/	-1	-22	-9%
COc1ccc(NC(=O)NC23CC4(C)CC(C)(CC(C)(C4)C2)C3)cc1	/	/	53	-2%
O=C(Cn1cnc2c(cnn2-c2ccccc2Cl)c1=O)N1CCc2ccccc21	-1%	11	-8	-9%
O=C(OCc1ccccc1F)c1ccc2c(c1)OCCO2	/	1	4	-3%
CCC(CC)c1nnc(NC(=O)[C@@H](NC(=O)c2cccc(C)c2)C(C)C)s1	/	7	-97*	0%
O=C(CNC(=O)c1cccs1)c1ccc([N+](=O)[O-])cc1	/	/	?	-5%
COc1ccc(-c2ccc(=O)n(CC(=O)Nc3ccc(C(=O)NC4CC4)cc3)n2)cc1OC	-1%	10	71	0%
c1ccc2c(c1)-c1cccc3c1c-2cc1ccccc13	-6%	/	/	-2%
O=C(c1ccccc1)N1CCN(c2ccccc2F)CC1	-8%	-2	?	-3%
Cn1c(Cn2cnc3ccccc32)nnc1SCC(=O)CC(=O)Nc1ccccc1	17%	4	35	-9%
COc1ccc(NC(C)=O)cc1NC(=O)CSc1nc2ncccc2[nH]1	-3%	3	-7	-6%
Cc1cccc(N2CCN(C(=O)C3CCN(S(=O)(=O)c4cccnc4)CC3)CC2)c1C	1%	-4	-21	7%
Nc1c(C(=O)Nc2ccccc2)sc2nc3c(c(-c4ccco4)c12)CCC3	-12%	?	24	-6%
Cc1csc(NC(=O)C2CCCN2C(=O)OCC(C)C)n1 (stereo not drawn)	6%	7	10	1%
Cn1cnc2c1c(=O)n(Cc1cccc(Br)c1)c(=O)n2C	-2%	7	10	-6%
c1cncc(CNc2ncnc3ccc(-c4cccnc4)cc23)c1	40%[activator]	/	/	3%
O=C(Nc1cccc(F)c1)N1CC=C(c2ccc(Cl)cc2)CC1	2%	5	?	-29%
O=C(c1c[nH]c2ccc(F)cc2c1=O)N1CCCCCC1	/	7	-5	-1%
CCc1nnc(NC(=O)CCc2ccc(C)o2)s1	-2%	-3	11	-1%
CCN1CCN(c2cc(=O)n(C3CCCCC3)c(=O)[nH]2)CC1	2%	0	22	5%
COC(=O)C1CCN(C(=O)c2ccccc2NC(C)=O)CC1	0%	2	38	4%
COc1ccc2c(=O)cc(-c3ccc(O)cc3)oc2c1	-14%	-3	/	-6%
Cc1ccc(C(c2nnnn2CC2CCCO2)N2CCN(c3cccc(C)c3C)CC2)cc1 (stereo not drawn)	12%	9	?	3%
O=C(NC(=S)Nc1ccccc1N1CCCC1)c1ccc([N+](=O)[O-])cc1	/	/	?	?
CN(C)CCC(O)(c1ccccc1)c1ccccc1	0%	12	31	4%
Cc1cccc(-n2c(N)cc(=O)[nH]c2=S)c1	-5%	4	16	-3%
COC(=O)NNC(=O)C1CCC(C(=O)NNC(=O)OC)CC1 (stereo not drawn)	/	-3	4	3%
O=C(Nc1cccc2ccccc12)c1ccc(Br)o1	1%	4	10	4%
CCN(CC)c1ccc2cc(-c3nc4ccccc4n3C)c(=O)oc2c1	-10%	-9	?	-3%
CC(=O)N1CCc2cc(S(=O)(=O)NC(C(=O)Nc3nc(C)cs3)C(C)C)ccc21 (stereo not drawn)	2%	10	1	0%
COc1ccc(CNC(=O)CN(C(=O)c2ccc(CN3CCOCC3)o2)C2CCCC2)cc1	/	-23[0.369 µM]	?	6%
O=C(O)CCCc1nc2ccccc2s1	-1%	2	50	1%
Cc1cc(N(C(=O)c2ccco2)C(C(=O)NC2CCCCC2)c2ccccc2)ccc1-n1cnnn1 (stereo not drawn)	-2%	11	-6	-7%
CCN(/N=C/c1ccccc1)c1cc(=O)n(C)c(=O)[nH]1	/	/	-5	2%
O=C(COc1ccccc1Cl)N1CCN(c2ccc([N+](=O)[O-])c(N3CCCCC3)c2)CC1	-27%	2	?	-7%
O=C(CCSc1nc(-c2ccco2)cc(C(F)(F)F)n1)NCCc1ccccc1	5%[2.29 µM]	14	23	3%
Cc1ccsc1/C=N/NC(=O)c1cccs1	/	0	?	-1%
O=C(O)CC(c1ccccc1)n1cnnn1 (stereo not drawn)	/	-4	3	8%
CCCn1cnc2c(sc3nc4c(cc32)CSC(C)(C)C4)c1=O	-2%	-4	?	-1%
CCc1ccccc1NC(=O)CSc1nnc([C@H](CCSC)NC(=O)OC(C)(C)C)o1	1%	6	12	1%
COC(C(=O)NC1CC1)c1ccccc1 (stereo not drawn)	/	/	-114*	0%
O=C(NO)c1cc(OCC(F)(F)F)ccc1OCC(F)(F)F	?	-8	0	-18%
Cn1c(SCC(=O)NC(=O)c2cccc([N+](=O)[O-])c2)nnc1-c1ccc(F)cc1	/	/	?	-3%
CC1CC(C)CN(S(=O)(=O)c2ccc(C(=O)N3CCN(c4ccccc4)CC3)cc2)C1 (stereo not drawn)	3%	12	2	-9%

Further structures follow.
SMILES	ALOX15B inhib	IMPase cell inh	PNC inhibitor	12-hLO inh
COc1ccc(S(=O)(=O)N2CCCCC2C(=O)O)cc1OC (stereo not drawn)	2%	4	23	-2%
CCc1nc(N2CCN(C(=O)c3ccco3)CC2)c2oc3ccccc3c2n1	3%	17	-1	-6%
N#C/C(=C\c1cccs1)Sc1nc2ccccc2s1	-5%	4	?	-5%
COc1cc(OC)nc(N/N=C(\c2ccccc2)c2ccncc2)n1	/	/	?	2%
CCNC(=S)NC1CC2CCC(C1)N2Cc1ccccc1 (stereo not drawn)	-7%	10	-8	-1%
CCN(CC)C(=O)CN1C(=O)C2(OCC(C)(c3ccccc3)CO2)c2ccccc21 (stereo not drawn)	0%	12	23	-3%
Cc1ccc(C(=O)N/C(=C\c2ccc(C(C)C)cc2)C(=O)NCCCN2CCOCC2)cc1	/	/	-2	6%
C[Si](C)(C)C#Cc1ccccc1NC(=S)Nc1ccccc1	-2%	/	/	-12%
Cc1cc(Cl)ccc1N=c1ssnc1Cl	?	3	28	-23%
CCCCN(C(=O)Cn1nnc2ccccc21)C(C(=O)NCCOC)c1ccccc1 (stereo not drawn)	/	4	?	7%
COc1ccc(OC)c(S(=O)(=O)Nc2ccccc2C)c1	-4%	10	-22	1%
Cc1cccc(NC(=O)CN(C)S(=O)(=O)c2ccccc2)n1	7%	9	18	-3%
CCn1c(=N)n(CC(=O)c2cccc([N+](=O)[O-])c2)c2ccccc21	/	/	-6	-2%
CN(C)c1cccc(C(=O)OC(C(=O)Nc2ccc([N+](=O)[O-])cc2Br)c2ccccc2)c1 (stereo not drawn)	/	-1	-14	-2%
c1ccc(-c2noc(CSc3nnnn3C3CCCCC3)n2)cc1	-3%	9	-12	0%
C#CCNC(=O)/C=C/c1ccc(OC)cc1	/	/	-21	0%
Cn1c(=O)c2c(ncn2CCN(CCO)Cc2ccccc2)n(C)c1=O	-9%	-4	45	0%
CCOc1ccc(NC(=O)CCNS(=O)(=O)c2ccc3c(c2)c(=O)n(C)c(=O)n3C)cc1	-5%	4	8	-1%
NS(=O)(=O)c1ccc2c(c1)C1C=CCC1C(C1CC=CCC1)N2 (stereo not drawn)	?	2	-28	?
Cc1ccc(NCc2nnc(SCCN3CCCCC3)n2CC2CCCO2)c(C)c1 (stereo not drawn)	18%	7	31	2%
COc1cc(C(=O)Nc2nc3ccccc3s2)ccc1OCc1c(C)noc1C	29%	0	28	-5%
COCCNC(=O)[C@@]1(Cc2ccccc2)C=C[C@@H](C)N1C(=O)OC	1%	/	/	4%
CCCCN1C2=C(C(=O)CC(C)(C)C2)C(c2ccccc2)C2=C1c1ccccc1C2=O (stereo not drawn)	-11%	8	29	-10%
CCN1C(=O)/C(=C2\SC(=S)N(CCCOC)C2=O)c2ccccc21	-12%	1	-20	-2%
CCCCC(CC)CNC(=O)C1C2C=CC(C2)C1C(=O)O (stereo not drawn)	5%	5	?	13%
O=C(c1ccc2c(c1)OCO2)N(c1ccc(F)cc1)C1C=CS(=O)(=O)C1 (stereo not drawn)	3%	4	8	-11%
COC(=O)c1[nH]c2ccccc2c1NC(=O)CN1CCN(c2cccc(Cl)c2)CC1	19%	8	-19	-6%
O=C1c2ccccc2C(=O)N1CCCCSc1nnnn1-c1ccccc1	1%	6	18	-14%
Cc1ccccc1OCC(=O)N(Cc1ccc(N(C)C)cc1)C1CCS(=O)(=O)C1 (stereo not drawn)	-5%	6	-10	4%
O=S1(=O)CC(NCc2ccccc2)C(Nc2ccc(Cl)cc2)C1 (stereo not drawn)	17%	5	-18	-4%
Cc1ccc(S(=O)(=O)N2CCOCC2)cc1NC(=O)COC(=O)CNC(=O)c1ccc(C(C)(C)C)cc1	/	/	-7	4%
C/C(N)=C(/C#N)C(=O)CSc1nnc(-c2ccc3c(c2)OCO3)o1	-6%	-10	1	-8%
COC(=O)N1CCC2(CCN(Cc3cc(C(F)(F)F)cc(C(F)(F)F)c3)CC2)CC1	10%	/	/	3%
CC1=Nn2c(nnc2C2CCCCC2)SC1	-8%	6	33	-6%

Record cards, from the list above. Values in the order: ALOX15B inhib | IMPase cell inh | PNC inhibitor | 12-hLO inh
CC1=Nn2c(nnc2C2CCCCC2)SC1 as listed: -8% | 6 | 33 | -6%
CCCCC(CC)CNC(=O)C1C2C=CC(C2)C1C(=O)O (stereo not drawn) as listed: 5% | 5 | ? | 13%
O=C1c2ccccc2C(=O)N1CCCCSc1nnnn1-c1ccccc1 as listed: 1% | 6 | 18 | -14%
CCN1C(=O)/C(=C2\SC(=S)N(CCCOC)C2=O)c2ccccc21 as listed: -12% | 1 | -20 | -2%
